FBW7 activator – FBW7 E3 ligase activators, primary screen, biochemical, AlphaScreen, human | F-box/WD repeat-containing protein 7 (Homo sapiens), Q969H0 | AlphaScreen FBW7–phospho-cyclin E peptide binding, activator screen | normalized activity (activation), % at 26.1 µM | 650,000 compounds, 0.13% hits; in the data active means normalized activity above about 1.9%;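 further: purified mutant Fbw7 with reduced substrate affinity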
TEAD-YAP inh – TEAD-YAP interaction inhibition, primary screen, TEAD-YAP interaction inhibitor project, luminescence, HEK-TIYL cells | TEAD-Gal4/YAP UAS-luciferase luminescence | inhibition, % at 9.12 µM | 640,000 compounds, 1.4% hits | AID 1259422, 2018; in the data active means inhibition above about 32%;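 further: 0% = median of test compound wells and 100% = reference inhibitor wells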
GPR151 ag – activators of human GPR151, primary screen, cell-based, PathHunter beta-arrestin, luminescence. activation, % at 11.2 µM. 650,000 compounds, 1% hits. PathHunter beta-arrestin GPR151 cells; in the data active means activation above about 4.9%;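 further: 0% = median of compound wells and 100% = cells with positive control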
Target sequence (Q8TDV0 whole entry, looked up): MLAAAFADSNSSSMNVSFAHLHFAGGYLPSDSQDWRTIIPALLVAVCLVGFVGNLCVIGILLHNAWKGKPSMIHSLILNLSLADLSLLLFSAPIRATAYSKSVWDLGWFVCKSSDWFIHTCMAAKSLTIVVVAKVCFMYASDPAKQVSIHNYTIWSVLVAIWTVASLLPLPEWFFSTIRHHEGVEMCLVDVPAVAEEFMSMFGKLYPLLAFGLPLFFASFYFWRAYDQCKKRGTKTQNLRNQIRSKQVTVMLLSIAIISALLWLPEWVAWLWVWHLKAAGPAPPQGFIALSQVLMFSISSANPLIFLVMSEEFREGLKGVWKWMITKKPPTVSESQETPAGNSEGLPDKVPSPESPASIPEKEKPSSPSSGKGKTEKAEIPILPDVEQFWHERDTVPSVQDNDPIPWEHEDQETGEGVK
MITF inh – MITF inhibitors, primary screen, biochemical, AlphaScreen, human; Microphthalmia-associated transcription factor (Homo sapiens), O75030; AlphaScreen MITF homodimerization, bead proximity signal; inhibition, % at 2.6 µM; 650,000 compounds, 0.91% hits; AID 1259374, 2018; in the data active means inhibition above about 50%;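 further: 0% = vehicle wells with protein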
Target sequence (O75030 whole entry, looked up): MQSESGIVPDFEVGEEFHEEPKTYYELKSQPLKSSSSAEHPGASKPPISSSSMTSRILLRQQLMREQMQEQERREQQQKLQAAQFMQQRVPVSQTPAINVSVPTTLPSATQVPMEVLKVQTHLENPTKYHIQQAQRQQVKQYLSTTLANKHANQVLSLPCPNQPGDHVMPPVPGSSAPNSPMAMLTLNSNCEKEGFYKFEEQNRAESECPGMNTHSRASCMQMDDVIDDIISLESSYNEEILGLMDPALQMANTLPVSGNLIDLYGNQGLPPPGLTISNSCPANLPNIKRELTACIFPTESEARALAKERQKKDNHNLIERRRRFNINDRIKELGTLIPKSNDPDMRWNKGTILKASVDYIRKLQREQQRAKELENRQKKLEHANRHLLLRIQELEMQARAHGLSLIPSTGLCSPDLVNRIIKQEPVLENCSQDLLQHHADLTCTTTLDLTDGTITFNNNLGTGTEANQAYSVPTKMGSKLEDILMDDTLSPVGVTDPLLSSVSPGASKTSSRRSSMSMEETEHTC
* hit, by the source's call; . = no result given; & = joins results of further samples.

The opening two compounds, to show the layout:
SMILES | FBW7 activator | TEAD-YAP inh | GPR151 ag | MITF inh
CCc1cc2c(C)cc(=O)oc2cc1OCC(=O)NCc1ccco1 | -0.1 | 43* | -0.6 | 12
COc1ccc(CC(=O)Nc2ccc(NC(C)=O)cc2)cc1 | 0.0 | 0 | -0.5 | 7

Results, from the first entry:
SMILES | FBW7 activator | TEAD-YAP inh | GPR151 ag | MITF inh
CCc1cc2c(C)cc(=O)oc2cc1OCC(=O)NCc1ccco1 | -0.1 | 43* | -0.6 | 12
COc1ccc(CC(=O)Nc2ccc(NC(C)=O)cc2)cc1 | 0.0 | 0 | -0.5 | 7
CC(C)N(CCNc1nc(Nc2ncccn2)nc2c1ncn2-c1ccccc1)C(C)C | 0.0 | 1 | -1.8 | 0
COc1ccc(C2=N/C(=C/c3ccccc3C(F)(F)F)C(=O)O2)cc1Br | 0.1 | -7 | -0.4 | 5
Cc1ccccc1NC(=O)C1(C)CC2c3ccccc3C1c1ccccc12 (stereo not drawn) | 0.2 | -3 | -0.4 | 17
CCn1c(Cc2ccccc2)nnc1SCC(=O)Nc1cc(C)on1 | 0.1 | 4 | -1.2 | 4
CCCCC[C@H](O)/C=C/[C@H]1C=CC(=O)[C@H]1CCCCCCC(=O)O | . | . | 2.6 | 11
Cc1nc2cc(-c3ccc(F)cc3)nn2c(NCCCN2CCOCC2)c1C | -0.2 | -16 | -1.0 | -14
O=C(CCC1=NS(=O)(=O)c2ccccc2N1)N1CCN(c2ccccc2)CC1 | 0.3 | 14 | 0.7 | 10
CSc1nc2ccc(NC(=O)C3CCN(C(=O)Nc4ccccc4)CC3)cc2s1 | -0.1 | -6 | -0.7 | -7
Cc1cc(C(C)(C)C)ccc1OC(=O)Cn1[nH]c(=O)c2ccccc2c1=O | -0.1 | -5 | 0.9 | 6
CN1CCN(c2ccc(-c3nc(NCc4cccc(C(F)(F)F)c4)c4ncn(-c5ccsc5)c4n3)cc2)CC1 | -0.2 | -8 | -2.4 | -4
COc1ccc(NC(=O)c2[nH]ncc2[N+](=O)[O-])cc1 | 0.1 | -34 | -7.3 | 20
CCCSc1nnc2c(n1)OC(c1ccc(C)cc1)Nc1ccccc1-2 (stereo not drawn) | -0.1 | -42 | 0.6 | 4
COC(=O)c1ccccc1NC(=O)C1=CC(c2ccc(OC)cc2)=NS(=O)(=O)N1C | -0.1 | -1 | 0.1 | 7
O=C(Nc1ccc(Cc2ccncc2)cc1)c1ccc(Cl)cc1Cl | 0.1 | 38* | -1.4 | 5
O=C(/C=C/c1ccc([N+](=O)[O-])cc1)OCC(=O)c1ccccc1 | -0.2 | 4 | 0.0 | -8
CC(C)CC(C(=O)OCC(=O)Nc1c(F)cccc1F)N1C(=O)c2ccccc2C1=O (stereo not drawn) | 0.0 | -4 | -1.0 | -5
Cc1ccc(S(=O)(=O)N2CCOCC2)cc1C(=O)Nc1ccc(Cl)cn1 | 0.0 | -8 | -0.6 | 0
COc1ccc(NC(=O)C2CCCN2C(=O)Nc2cccc(C(C)=O)c2)c(OC)c1 (stereo not drawn) | 0.1 | 8 | -0.6 | 15
COC(=O)C1C(=O)CC(C)(O)C(C(=O)OC)C1c1cccc([N+](=O)[O-])c1 (stereo not drawn) | 0.1 | -7 | 0.6 | -6
CC(C)N(CCNc1nc(Nc2ccc(N3CCOCC3)cc2)nc2c1ncn2C1CCCCC1)C(C)C | -0.2 | 5 | -0.5 | 19
Cc1csc2nc(CSc3nc4ccc([N+](=O)[O-])cc4[nH]3)cn12 | 0.0 | -6 | -0.6 | -16
CC(=O)c1ccc(N2CCN(C(=O)CCCc3nc4ccccc4s3)CC2)cc1 | 0.1 | 1 | 1.0 | 0
N#CC1=C(N)Oc2n[nH]c(-c3ccc(F)cc3)c2C1c1ccc(Cl)cc1Cl (stereo not drawn) | 0.2 | 5 | -1.4 | 14
Later entries.
SMILES | FBW7 activator | TEAD-YAP inh | GPR151 ag | MITF inh
CCOC(=O)C(=O)Nc1cc2oc3ccccc3c2cc1OC | 0.0 | 3 | 1.5 | -5
CN(C)c1ccc(C=C2C(=O)OC(C)(C)OC2=O)o1 | 0.1 | -26 | 1.0 | 4
COc1cc(/C=C2/N=C(c3ccc(C)cc3)OC2=O)cc(Br)c1OC(C)=O | 0.2 | -22 | 0.2 | 6
Cc1nc(-c2cccc(NS(=O)(=O)c3cccc4ccccc34)c2)cs1 | 0.0 | 5 | 1.8 | 11
Cc1cc(OCc2nc(-c3nonc3N)no2)cc(C)c1Cl | 0.3 | 11 | 0.7 | 11
CC1=C(C(=O)OC2CCCCCC2)C(c2ccc(O)cc2)NC(=O)N1 (stereo not drawn) | 0.0 | -7 | -0.4 | 1
O=C(NC1CCCCC1)c1cc(-c2ccccc2)nc2c(Cl)cccc12 | 0.1 | -2 | 0.3 | 2
COc1ccc(C2CC(c3cccc(C)c3)n3nc(N)nc3N2)cc1 (stereo not drawn) | 0.0 | -5 | 0.6 | -13
Nc1cccc(-c2cncc(-c3cccc(O)c3)n2)c1 | 0.3 | 6 | 0.1 | 17
O=C(NCCCO)C(=O)NCC1(c2ccccc2)CCCC1 | -0.3 | -17 | 0.0 | -14
CC(NC(=O)c1ccco1)c1nnc2n1CCN(Cc1ccccc1O)CC2 (stereo not drawn) | -0.1 | 0 | -0.3 | 4
O=S(=O)(c1ccccc1)c1ccc(-c2nnc(-c3ccccc3)o2)cc1 | 0.0 | -11 | -0.7 | -1
Cc1[nH]c2c(C)cccc2c(=O)c1CN(C)C | 0.2 | 4 | 0.5 | 4
CNC(=O)/C(=C\c1ccco1)NC(=O)c1ccccc1 | 0.0 | 13 | 0.9 | -5
Cc1nc(N2CCOCC2)c2c(C)c(C(=O)Nc3ccc(Oc4ccccc4)cc3)sc2n1 | 0.0 | 6 | 0.1 | -8
Cc1oc2cc(OCC(N)=O)ccc2c(=O)c1Oc1ccc(C(C)C)cc1 | -0.2 | -5 | 1.1 | 1
CN(C)CCN1C(=O)C(O)=C(C(=O)c2ccco2)C1c1ccccc1F (stereo not drawn) | 0.1 | 2 | 1.5 | -14
C=CCC1Cc2c(N)cccc2C(CC=C)N1 (stereo not drawn) | -0.2&-0.1 | 5&3 | -0.6&2.6 | 6&-6
CCOC(=O)/C(=N/Nc1ccccc1)C(C)=Nc1ccccc1 | 0.3 | -10 | 0.9 | 30
COC(=O)c1cccc(NC(=O)CCCC(=O)O)c1C | 0.0 | -12 | 0.6 | -16
Cc1ccc(-c2n[nH]n3c2nc(=O)c2ccccc23)cc1 | 0.0 | -6 | -0.7 | 15
c1ccc(Nc2nc(N3CCN(Cc4ccc5c(c4)OCO5)CC3)nc3c2ncn3C2CCCCC2)cc1 | -0.3 | 7 | 0.2 | -4
COc1cc([N+](=O)[O-])ccc1NC(=O)COc1cccc(Cl)c1 | 0.3 | -7 | -0.1 | 14
CC1CN(c2oc(-c3ccco3)nc2S(=O)(=O)c2ccccc2)CC(C)O1 (stereo not drawn) | -0.1 | 10 | -0.2 | 7
COc1cc(C=O)ccc1OCC(=O)Nc1ccccc1Br | 0.5 | 6 | -3.1 | 21

Laid out differently: 3 of the compounds above
Values in the order – FBW7 activator	TEAD-YAP inh	GPR151 ag	MITF inh
O=C(NCCCO)C(=O)NCC1(c2ccccc2)CCCC1
    -0.3	-17	0.0	-14
COc1ccc(C2CC(c3cccc(C)c3)n3nc(N)nc3N2)cc1 (stereo not drawn)
    0.0	-5	0.6	-13
CN(C)CCN1C(=O)C(O)=C(C(=O)c2ccco2)C1c1ccccc1F (stereo not drawn)
    0.1	2	1.5	-14

Compound profiles, from the list above. Values in the order: FBW7 activator, TEAD-YAP inh, GPR151 ag, MITF inh
`O=C(CCC1=NS(=O)(=O)c2ccccc2N1)N1CCN(c2ccccc2)CC1` is entered as 0.3, 14, 0.7, 10
`COc1ccc(NC(=O)C2CCCN2C(=O)Nc2cccc(C(C)=O)c2)c(OC)c1` (stereo not drawn) is entered as 0.1, 8, -0.6, 15
`CCOC(=O)C(=O)Nc1cc2oc3ccccc3c2cc1OC` is entered as 0.0, 3, 1.5, -5
`CCCCC[C@H](O)/C=C/[C@H]1C=CC(=O)[C@H]1CCCCCCC(=O)O` is entered as ., ., 2.6, 11
`COc1ccc(C2CC(c3cccc(C)c3)n3nc(N)nc3N2)cc1` (stereo not drawn) is entered as 0.0, -5, 0.6, -13

Remaining list, next part.
SMILES | FBW7 activator | TEAD-YAP inh | GPR151 ag | MITF inh
COc1ccc(Br)cc1/C=N/NC(=O)c1ccc([N+](=O)[O-])cc1 | 0.3 | 9 | 2.9 | 4
COC(=O)c1cc(NC(=O)CSc2nnnn2C)cc(C(=O)OC)c1 | 0.0 | -4 | 0.5 | 7
COc1cc(Br)c(NC(=O)COc2ccc(C)cc2)c(Br)c1 | 0.5 | -4 | 0.5 | 5
Cc1cc(N2CCOCC2)nc2ccc(NC(=O)c3cc(=O)c4ccccc4o3)cc12 | -0.2 | 19 | 1.0 | 1
CC(=O)CSc1nc2c(c(=O)[nH]c(=O)n2C)n1CC(N)=O | 0.0 | -3 | 0.3 | -1
CN(C)CCN1C(=O)C(=O)/C(=C(\O)c2ccc(S(=O)(=O)N(C)C)cc2)C1c1ccc(Cl)cc1 (stereo not drawn) | 0.5 | 7 | -0.2 | 17
CC(NCC(O)c1ccccc1)c1ccccc1 (stereo not drawn) | -0.1 | 2 | 0.9 | 35
O=C1CCCc2occ(C(=O)N3CCC[C@@H]4CN(C/C=C/c5ccccc5)CC[C@H]43)c21 | 0.3 | 5 | -0.2 | 4
COc1ccc(NC(=O)CS(=O)CC(=O)NCc2cccc(C(F)(F)F)c2)cc1 (stereo not drawn) | 0.1 | 4 | -1.2 | 10
Nc1ccc2nc(SCC(=O)N3CCCCC3)sc2c1 | -0.1 | -21 | 2.0 | -20
CCn1c(=O)n(CC(=O)Nc2nc3c(C)cccc3s2)c(=O)c2ccccc21 | -0.1 | 6 | -0.3 | 3
O=C(CSc1ccc(-c2ccncc2)nn1)NC1CCCCC1 | -0.2 | -8 | -0.5 | -11
COc1ccc(-n2nc(C(=O)NCC(=O)N3CCCC(C)C3)c3ccccc3c2=O)cc1Cl (stereo not drawn) | -0.1 | -3 | 0.6 | -7
O=C(CC(=O)NC1CCCCC1)N/N=C/c1cc2c(cc1Br)OCO2 | -0.1 | 18 | 2.4 | 4
COCCCNC(=S)Nc1ccc(N2CCOCC2)c2nonc12 | -0.5 | 0 | -0.3 | 25
CC1=C(C#N)C(=O)N(CCO)C(=O)/C1=C\c1ccc(-c2cccc(Cl)c2)o1 | 0.1 | 1 | -0.9 | -246
CCCCN1C(=O)CCc2cc(NC(=O)Cc3ccc(F)cc3)ccc21 | 0.0 | 6 | -0.4 | 21
C=C(C)CSc1nc2sc3c(c2c(=O)n1CCCC)CCCC3 | 0.0 | 1 | -1.8 | 10
Cn1c(=O)cc(NCCc2ccccc2)n(Cc2ccccc2)c1=O | 0.1 | -11 | 1.7 | -7
CCCNc1nccc(-c2c(-c3ccc(F)cc3)nc3n2[C@@H](CO)[C@@H](C)C3)n1 | -0.2 | -4 | -0.3 | -1
COCCN(C(=O)NC(C)C)C1CCN(c2nc(C)cc(C)n2)CC1 | 0.5 | 15 | -0.3 | 6
Cc1c(C(=O)NC2CCOC(C)(C)C2)sc2ncnc(NCc3ccco3)c12 (stereo not drawn) | 0.6 | 9 | -1.1 | 4
COC1CCN(C2CCN(c3ccc(NC(=O)CCc4ccccc4)cc3)CC2)CC1 | 0.5 | -10 | 1.0 | 7
COc1cccc(-c2csc(/C(C#N)=C/Nc3cc([N+](=O)[O-])ccc3F)n2)c1 | 0.2 | 5 | 0.2 | 6
CCOC(=O)c1ccc(NC(=O)C(NC(=O)c2cccs2)C(C)C)cc1 (stereo not drawn) | 0.1 | 2 | 1.3 | 6
Remaining list, next part
SMILES | FBW7 activator | TEAD-YAP inh | GPR151 ag | MITF inh
c1ccc(CNc2nc(N3CCN(Cc4ccc5c(c4)OCO5)CC3)nc3c2ncn3-c2ccsc2)cc1 | -0.1 | 3 | -0.3 | 8
O=C1CC2(CCN(C(=O)N3CCOCC3)CC2)Oc2ccc(F)cc21 | 0.0 | 2 | -0.4 | 11
Cc1cccc2sc(NC(=O)CS(=O)(=O)c3ccccc3)nc12 | 0.2 | 0 | -0.9 | 15
C(=N\N1CCN(C2c3ccccc3-c3ccccc32)CC1)/c1ccccn1 | 0.0 | 3 | 1.0 | 10
Cc1ccn2c(CNCCc3cscn3)c(C(=O)N3CCCCCC3)nc2c1 | 0.0 | 1 | 1.2 | -2
NCCCCCNC(=O)/C=N\O | 0.0 | 2 | 0.5 | 4
COc1cccc(N2CCn3c2nc2c3c(=O)n(C)c(=O)n2C)c1 | -0.2 | 0 | 1.0 | 2
CN(CC(=O)O)C(=O)c1ccc(S(=O)(=O)N2CCCC2)cc1 | 0.0 | 0 | 0.5 | 6
CCc1ccc(N2CC(c3nc4ccccc4n3C)CC2=O)cc1 (stereo not drawn) | -0.1 | 5 | 0.5 | 2
